# Source: PubChem BioAssay
# JMJD2A Tudor inh: blocks the human JMJD2A Tudor domain; O75164; AlphaScreen JMJD2A-Tudor / H3K4me3 peptide binding; Potency, µM (doses to about 114 µM), without a hit: at the highest dose activity change, negative = inhibition, hits mostly inhibitors; 390,000 tested, 4.4% active; also: % is scaled to controls: 0 for no effect and ±100 for the full control effect; nearly all actives have a fitted effect of over 50% in size
# Pol iota inh: blocks human DNA polymerase iota activity; Q9UNA4; Pol iota fluorescent replication assay, 10 min; Potency, µM (highest dose often 115 µM), for the others: top-dose activity, negative = inhibition, usual class: inhibitors; 390,000 tested, 1% active
#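 Pol iota at 10 nM preincubated 15 min with compounds at room temperature; reaction started with fluorescent substrate, 50 nM final. Fluorescence read kinetically at 0 and 10 min; buffer-only wells as negative control.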
# G9a block: inhibitors of human histone lysine methyltransferase G9a | Q96KQ7 | G9a H3K9 monomethylation, AlphaScreen, 2 h | AID 504332 | 350,000 tested, 8.8% active | Potency, µM (top dose mostly 102 µM), without a hit: at the top dose activity, negative = inhibition, most hits filed as inhibitors; also: % is scaled to controls: 0 for no effect and ±100 for the full control effect; nearly all actives have a fitted effect of over 75% in size
#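 AlphaScreen detection with an anti-monomethyl H3K9 antibody quantified product after a 2 h room-temperature reaction containing 500 nM biotinylated H3K9 peptide, 20 µM SAM and 20 nM enzyme, which had been preincubated 15 min with compound.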
# POLH inh: inhibitors of human DNA polymerase eta; Potency, µM (top dose mostly 114 µM), inactives show at the top dose activity change, negative = inhibition, hits mostly inhibitors; Q9Y253; recombinant Pol eta, fluorescent DNA replication assay; AID 588591; 390,000 tested, 1.2% active; also: % is scaled to controls: 0 for no effect and ±100 for the full control effect
#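 Fluorescent replication assay: 50 nM final substrate added after a 15 min room-temperature compound preincubation with 10 nM enzyme. Signal taken at 0 min and again at 10 min.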
# POLK inh: DNA polymerase kappa (human) inhibition; 400,000 tested, 0.53% active; Q9UBT6; AID 588579; purified Pol kappa, fluorescent DNA synthesis assay, 10 min; Potency, µM (titrated, usually from 107 µM), for the others: top-dose activity, negative = inhibition, actives largely listed as inhibitors; also: % is scaled to controls: 0 for no effect and ±100 for the full control effect
#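 Fluorescent qHTS in 1536-well format: enzyme (10 nM) and compound sat 15 min at room temperature before 50 nM substrate (final) was added. Signal taken at 0 and 10 min; no-enzyme buffer wells were negative controls.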
# Pol beta inh: blocks human DNA polymerase beta activity. P06746. Pol beta primer extension/strand displacement, fluorescence kinetic. Potency, µM (top dose mostly 114 µM), for inactives: at the top dose activity change, negative = inhibition, usual class: inhibitors. 340,000 tested, 1.3% active. AID 485314; also: % is scaled to controls: 0 for no effect and ±100 for the full control effect
#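 Preincubation: enzyme (10 nM) with compound, 15 min, RT. Reaction: substrate added to 50 nM final. Reads: 0 and 10 min. Analysis: normalized, Hill fit.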
# BLM helicase inh: blocks DNA unwinding by human BLM helicase; P54132; recombinant BLM DNA unwinding, fluorescence dequenching; Potency, µM (top dose mostly 56.1 µM), without a hit: top-dose activity change, negative = inhibition, most hits filed as inhibitors; 350,000 tested, 0.2% active;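 also: plate controls were vehicle for no effect and no enzyme for full effect; nearly all actives have a fitted effect of over 35% in size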
# BAZ2B inh: BAZ2B (human) inhibition; Q9UIF8; AlphaScreen BAZ2B-H3K14Ac peptide displacement; Potency, µM (titrated, usually from 114 µM), inactives show at the top dose activity change, negative = inhibition, hits mostly inhibitors; 360,000 tested, 4.4% active; also: % is scaled to controls: 0 for no effect and ±100 for the full control effect; nearly all actives have a fitted effect of over 60% in size
#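 Protein-peptide AlphaScreen: BAZ2B 50 nM, b-H3K14Ac 50 nM, 1x PBS pH 7.4 + 0.01% Tween-20. Preincubation 30 min RT; cpd 30 min RT (top 110 uM); beads 20 min RT, light-protected.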
# APE1 inh: inhibitors of human APE1 endonuclease | Potency, µM (highest dose often 65.8 µM), for inactives: at the highest dose activity change, negative = inhibition, usual class: inhibitors | P27695 | AID 2517 | recombinant APE1, TAMRA/BHQ-2 abasic DNA cleavage fluorescence | 350,000 tested, 0.35% active;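 also: plate controls were vehicle for no effect and reference inhibitor for full effect; nearly all actives have a fitted effect of over 55% in size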
#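 Quantitative HTS: incision of a TAMRA/BHQ-2 double-stranded substrate bearing a tetrahydrofuran abasic site by 0.75 nM APE1 raises fluorescence. Substrate 50 nM final, added after 15 min compound preincubation at room temperature; progress as third-minus-first kinetic read difference.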
# * hit, by the source's call; ? = inconclusive; . = not tested or not shown; & = joins results of further samples; [ ] = remark or other dose. Calls follow the shape of the dose curve; as a rule, active = well fitted curve in the direction sought with a large enough effect; inconclusive = small, poorly fitted or top-dose-only effect, or another doubt; inactive = no such curve, though single readings can be large; an effect the other way counts as inactive or inconclusive. Potency is read from the fitted curve at half-maximal effect. These rows are one share of the data; rates above refer to the full screens.
# Values run as follows: JMJD2A Tudor inh | Pol iota inh | G9a block | POLH inh | POLK inh | Pol beta inh | BLM helicase inh | BAZ2B inh | APE1 inh
O=C(CNC(=O)c1sc2ccccc2c1Cl)NCc1cccnc1
→ -10% | 24% | 20% | -10% | 0% | 10% | -17% | -37% | 25%
Cc1nnc(N2CCC(C(=O)NCCC(C)C)CC2)c2nn(-c3ccc(Cl)cc3)c(C)c12
→ 6% | 9% | 9%[59 µM] | -6% | -11% | -16% | 0% | 1% | .
O=C(NC(=S)NC1CCSC1=O)c1cccc([N+](=O)[O-])c1 (stereo not given)
→ -20% | -5% | . | -16% | 2% | 53% | -2% | -17% | -10%
OCCNc1ncnc2c1sc1nc(N3CCOCC3)c3c(c12)CCC3
→ -30% | 98%[activator] | -21% | ? | -2% | 46%[activator] | 7% | ? | -3%
CCCN(CC(=O)Nc1ccccc1C)C(=O)C1CC(=O)N(c2cccc(C)c2C)C1 (stereo not given)
→ 7% | 34%[activator] | -32% | -18% | 0% | . | . | 1% | 11%
Cc1ccc(-n2c(=O)c3c(c4cc(C)ccc4n3C)n(CC(=O)NCC3CCCO3)c2=O)cc1 (stereo not given)
→ -10% | -5% | -1%[59 µM] | -5%&4% | 11% | 29% | -2% | 1% | .
NC(=O)c1c(NC(=S)Nc2ccc(F)cc2)sc2c1CCCC2
→ -4% | 59%[activator] | 22µM* | -12% | 1% | 37% | -4% | -21% | -2%
CCOC(=O)CCNC(=O)Nc1ccc2nc(C)n(Cc3cccc(Cl)c3)c(=O)c2c1
→ -20% | 21% | 5%[12.7 µM] | -18% | -7% | -13% | -5% | -25% | -12%
O=C(C1CCCC1)N1CCC(CC2CC(c3cccc(Br)c3)=NO2)(C(=O)NCC2CCCCC2)CC1 (stereo not given)
→ -10% | 12% | ? | -10% | 7% | 2% | -7% | -12%[57.1 µM] | 38%
Cc1cc(Cl)ccc1NC(=O)CN1C(=O)COc2ccc(S(=O)(=O)Nc3ccccc3)cc21
→ -7% | -13% | ? | -4% | -6% | 4% | -4% | -3% | .
Cc1nn(-c2ccc(F)cc2)c(C)c1CN1CCN(CCc2ccccc2)C(CCO)C1 (stereo not given)
→ -8% | 28% | 0% | -19% | -4% | -1% | -2% | 2% | 8%
Cc1ccc(C2CC(c3ccccc3)n3ncnc3N2)cc1 (stereo not given)
→ -2% | 40%[activator] | -1%[59 µM] | -6% | 5% | -2% | 4% | 6% | 13%
Cn1cc(/C=N/NC(=O)c2ccc(C#N)cc2F)c2ccccc21
→ -8% | -5% | 6% | -15% | -2% | 18% | 2% | -18% | -5%
CCOC(=O)c1c(N)sc(C(=O)N(CC)CC)c1C
→ -7% | 41%[activator] | -7% | -12% | 3% | 6% | -4% | 6% | 6%
CC1CC(C)CN(C(=O)c2ccccc2Nc2ccc(SC(F)F)cc2)C1 (stereo not given)
→ -9% | 0% | 5% | -15% | -8% | 8% | -12% | -3% | -7%
Cc1ccccc1C(=O)Nc1ccc(C(=O)N/N=C/c2ccc(F)cc2)cc1
→ -7% | -6% | -35% | 4% | -13% | 40µM* | -12% | -24% | -4%
O=C(c1ccccc1OC(F)F)N1CCN(S(=O)(=O)c2ccc3c(c2)OCCCO3)CC1
→ -9% | 1% | 24%[12.7 µM] | -7% | -8% | . | . | 6% | 2%
CC(OC(=O)c1cc(=O)[nH]c2ccccc12)c1ccccc1 (stereo not given)
→ -13% | -15% | -17%[12.7 µM] | -4% | -7% | -11% | -3% | -3% | -6%
CC1(C)CC(=O)C2=C(C1)OC(N)=C(C#N)C2c1ccc2c(c1)OCO2 (stereo not given)
→ -13% | 106%[activator] | 41%[59 µM] | -9% | -2% | -27% | -3% | 1% | 31%
COc1ccc(CNC(=O)c2cccc(NC3=NC4CS(=O)(=O)CC4S3)c2)cc1 (stereo not given)
→ 2% | 24% | 8% | -2% | -6% | ? | 0% | 10% | 21%
CC(C)CNC(=O)COc1ncnc2ccccc12
→ -13% | 6% | -9%[59 µM] | -8% | -9% | 24% | -10% | 7% | 13%
C[C@H](CO)N1C[C@H](C)[C@@H](CN(C)S(=O)(=O)c2cccs2)Oc2c(NC(=O)Nc3ccccc3)cccc2C1=O
→ -15% | 12% | . | -8% | 8% | . | . | . | 16%
CCCCn1c(N)c(N(CCOC)C(=O)C2CC(=O)N(c3cccc(SC)c3)C2)c(=O)[nH]c1=O (stereo not given)
→ -4% | 19% | -5% | -17% | -1% | . | . | 3% | 22%
CC(NC(=O)Cn1cccc1C(=O)c1ccccc1)c1ccccc1 (stereo not given)
→ -12% | 22% | 13% | -13% | 3% | 1% | 1% | -6% | 4%
O=C(COc1ccc2ccccc2c1)NC1CC(=O)N(c2ccc(F)cc2)C1 (stereo not given)
→ 2% | 21% | 5%[59 µM] | -18% | -1%[60.1 µM] | -20% | 2% | -1% | .
COc1ccc2[nH]c(C)c(CCN(Cc3cccs3)C(=S)Nc3ccccc3)c2c1
→ ? | ? | ? | -10% | -20% | 3% | -9% | ? | -4%
CCCSCCCNC(=O)Cn1c(-c2cccs2)cc2ccccc21
→ -25% | -14% | 3%[59 µM] | -18% | -16% | -1% | -4% | 0% | .
CCCn1cc(S(=O)(=O)c2ccccc2)c(=O)c2cc(F)c(N3CCN(C)CC3)cc21
→ -6% | 11% | 4% | -15% | 3% | -3% | 3% | -4%[57.1 µM] | 32%
O=C(N/C(=C\c1ccc2c(c1)OCO2)C(=O)N1CCOCC1)c1cccs1
→ -6% | 5% | -9% | -14% | -6% | -2% | 0% | 2% | -1%
COC(=O)CN1C(=O)CSc2ccc(S(=O)(=O)Nc3ccc(F)c(Cl)c3)cc21
→ -8% | 32%[activator] | ? | -24% | -8% | -2% | -2% | -1% | .

# Compound profiles, as listed above. Screens in order: JMJD2A Tudor inh | Pol iota inh | G9a block | POLH inh | POLK inh | Pol beta inh | BLM helicase inh | BAZ2B inh | APE1 inh
# Cn1cc(/C=N/NC(=O)c2ccc(C#N)cc2F)c2ccccc21 as listed: -8% | -5% | 6% | -15% | -2% | 18% | 2% | -18% | -5%
# O=C(NC(=S)NC1CCSC1=O)c1cccc([N+](=O)[O-])c1 (stereo not given) as listed: -20% | -5% | . | -16% | 2% | 53% | -2% | -17% | -10%
# Cc1ccc(C2CC(c3ccccc3)n3ncnc3N2)cc1 (stereo not given) as listed: -2% | 40%[activator] | -1%[59 µM] | -6% | 5% | -2% | 4% | 6% | 13%

# (next part)
mol	JMJD2A Tudor inh	Pol iota inh	G9a block	POLH inh	POLK inh	Pol beta inh	BLM helicase inh	BAZ2B inh	APE1 inh
O=C(Nc1ccccc1)N1CC2(CCN(C(=O)c3cnccn3)CC2)C1	.	.	9%[12.7 µM]	.	-4%[60.1 µM]	.	1%	.	3%
CC(=O)C1=C(C)N=c2s/c(=C/c3ccc4c(c3)OCO4)c(=O)n2C1c1ccc(N(C)C)cc1 (stereo not given)	-26%[11.4 µM]	?	.	?	-7%	.	.	.	.
COC(=O)C1=C(COc2ccccc2)NC(=O)NC1c1ccc(Cl)cc1 (stereo not given)	-6%	-10%	.	-8%	0%	.	.	.	.
COc1ccc(NC(=O)c2ccc(CN3C(=O)CCn4nc(C)cc43)cc2)c(OC)c1	5%	30%[activator]	?	-14%	9%	21%	-1%	-13%	.
Cc1ccccc1CCN(C(=O)c1csnn1)C(C(=O)NC1CCCC1)c1ccncc1 (stereo not given)	-4%	-16%	6%	-2%	-5%	23%	-2%	-18%	40%[activator]
Cc1ccc(-c2nc(CNC(=O)NC3CCCCC3)c(C)o2)cc1	-21%	10%	6%[59 µM]	-11%	-10%[60.1 µM]	-12%	-1%	-1%	.
O=C(O)CCC(=O)Nc1ccccc1Oc1ccccc1	20µM*	88%[activator]	-11%	-14%	-4%	45%	-3%	-21%	6%
CC(=O)c1c(C(C)=O)c(C)n(-c2cccc([N+](=O)[O-])c2)c1C	-12%	3%	-13%[59 µM]	3%	-12%	65%	1%	-1%	19%
Cc1ccc(S(=O)(=O)N2CCN(Cc3csc(C)n3)CC2)cc1	-12%	-5%	?	-8%	-11%	40%	-1%	-19%	-5%
NS(=O)(=O)c1ccc(CCNC(=O)COC(=O)Cc2c(F)cccc2Cl)cc1	-8%	34%[activator]	20%	-13%	4%	26%	1%	-3%	-3%
CC(C)[C@H](NC(=O)NC1CCN(Cc2ccccc2)CC1)C(=O)O	-12%	41%[activator]	8%	-11%	-20%	15%	-1%	2%	-2%
CC1CCCCN1C(=O)c1cc(-c2ccc(Br)cc2)on1 (stereo not given)	-2%	-22%	-22%[59 µM]	-18%	-4%	-7%	1%	-3%	.
CCOC(=O)Cc1csc(NC(=O)c2c(O)c3ccccc3n(C)c2=O)n1	.	.	26%[59 µM]	.	.	1%	2%	18%	5%
CCC(C)CCN1CCN=C1Nc1ccccc1 (stereo not given)	-22%	19%	-4%[2.33 µM]	-17%	-7%	.	.	-1%	19%
Cc1ccc(OCCn2cc(/C=C(\C#N)C(=O)NCC3CCCO3)c3ccccc32)cc1C (stereo not given)	-34%	23%	0%[59 µM]	-6%	-14%	-17%	-9%	-3%	-5%
Cc1c(NC(=S)NC(=O)c2cccc([N+](=O)[O-])c2)c(=O)n(-c2ccccc2)n1C	-5%	-10%	45µM*	10%	-21%	4%	0%	-27%	3%
COc1ccc(N(C(=O)c2cccnc2)S(=O)(=O)c2ccc(OC)c(OC)c2)cc1	-17%	5%	14%	-21%	0%	4%	-9%	6%	-14%
COc1cc(NC(=O)COc2cc(O)c3c(c2)OC(C)(C)CC3=O)cc(OC)c1OC	-27%	51%[activator]	2%[12.7 µM]	-18%	18%	16%	-5%	-34%	0%
COc1cc(OC)cc(-c2cc3nc(C)cc(N4CCN(C(=O)c5ccco5)CC4)n3n2)c1	.	.	44%[activator]	.	.	2%	-5%	11%	0%
Cc1ccc2c(c1)c1c(n2CC(O)Cn2ccnc2C)C(=O)CCC1 (stereo not given)	-24%	53%[activator]	-7%[59 µM]	-7%	-4%	20%	3%	-8%	1%
